# Htt clearance – clearance of mutant huntingtin inclusions, primary screen, imaging, HeLa Exon1htt(103Q)mCFP, confocal imaging; aggregate imaging; zero = plate's median compound well; inhibition, % at 1.5 µM; 47,000 compounds, 0.42% hits; AID 853, 2007;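 active = inhibition of aggregate fluorescence above about 70%, also judged a hit by eye on the cell image, limit read from the data, passing the limit was not always enough; inconclusive = no rule stated for this call; inactive = not judged a hit on image review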;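 note: cells exposed to compound for three days before fixation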
# Htt clearance grain fraction – also measured in Htt clearance; calls as there; fraction fluorescence in grains; measured here: aggregate grain fluorescence fraction; stronger effect = lower value;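 scaled fraction of total cell fluorescence in grains with unit not stated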
# The depositor's hits bear a star; ? = inconclusive; nt = not tested or not shown.
# Second line of a record: Htt clearance | Htt clearance grain fraction
CS(=O)(=O)N(Cc1ccccc1)c1ccc(C(=O)NCc2cccnc2)cc1
  -4 | 24
CN(C)CCN1C(=O)c2oc3ccc(F)cc3c(=O)c2C1c1ccncc1 (stereo not given)
  16 | 31
COc1cccc(N(CC(=O)NCc2cccnc2)S(C)(=O)=O)c1
  30 | 27
COc1ccccc1-c1cc(C(=O)Nc2cc(C)on2)no1
  ? | nt
Cc1nc2cc(-n3ccc(=O)cc3)ccc2n1-c1ccccc1
  0 | 19
COC(=O)C1=C(C)NC(C)=C(C(=O)OC)C1c1cc2cc(C)ccc2[nH]c1=O
  44 | 21
Cc1ccnc(NS(=O)(=O)c2ccc(NS(=O)(=O)Cc3ccccc3)cc2)n1
  29 | 14
CCc1ccc(NC2=CC(=O)CC(c3ccco3)C2)cc1 (stereo not given)
  40 | 12
Cc1ccc(OCc2nnc(SCC(=O)Nc3cccc4ccccc34)n2-c2ccccc2)cc1
  66 | 6.2
Cc1ccc(N2C(=O)C3ON(c4ccccc4)C(c4ccncc4)C3C2=O)c(C)c1 (stereo not given)
  -3 | 36

# Overlap with the part before: two compounds; new compounds follow.
# Second line of a record: Htt clearance | Htt clearance grain fraction
Cc1ccc(OCc2nnc(SCC(=O)Nc3cccc4ccccc34)n2-c2ccccc2)cc1
  66 | 6.2
Cc1ccc(N2C(=O)C3ON(c4ccccc4)C(c4ccncc4)C3C2=O)c(C)c1 (stereo not given)
  -3 | 36
NC(=O)C1(N2CCCCC2)CCN(C(=O)CSc2nc3ccccc3[nH]2)CC1
  57 | 8.2
CCOc1ccc(NC(=O)Nc2ccc3c(c2)nnn3C)cc1
  -10 | 43
Cc1ccc(S(=O)(=O)N(CC(O)CN2CCCCC2)c2ccccc2)cc1 (stereo not given)
  -36 | 67
Cc1nnc(-n2ncc(C#N)c2N)c2nn(-c3ccccc3F)c(C)c12
  15 | 15
C=C(C)c1cccc(C(C)(C)NC(=O)N2CCCC2)c1
  -5 | 20
CC(C)(C)Nc1nc(N2CCCC2)nc(N2CCCC2)n1
  -22 | 47
CCCCCn1c(=O)c(C(=O)c2ccccc2)nc2ccccc21
  -1 | 38
COC(=O)c1ccsc1NC(=O)CSc1nnnn1Cc1ccccc1
  18 | 15
CC1=C(C)CC(C(=O)NCCc2ccccc2)C(C(=O)O)C1 (stereo not given)
  -9 | 26
CCn1c2ccccc2c2nc3cc(S(=O)(=O)N4CCOCC4)ccc3nc21
  -42 | 43

# In the list so far, 2 have fluorine.
# Second line of a record: Htt clearance | Htt clearance grain fraction
CN(C)CCN1C(=O)c2oc3ccc(F)cc3c(=O)c2C1c1ccncc1 (stereo not given)
  16 | 31
Cc1nnc(-n2ncc(C#N)c2N)c2nn(-c3ccccc3F)c(C)c12
  15 | 15

# Next section.
# Second line of a record: Htt clearance | Htt clearance grain fraction
CCSc1nnc(-c2ccc(S(=O)(=O)NCc3cccs3)cc2)o1
  -40 | 27
CC(C)OC(=O)CC12CN3CC(CC(=O)OC(C)C)(CN(C1)C(=O)c1ccccc1C3=O)C2=O
  -50 | 30
COc1ccc(OC)c(S(=O)(=O)Nc2c(F)cccc2F)c1
  -8 | 21
C/C=C/COc1nc2c(c(=O)n(C)c(=O)n2C)n1C
  -18 | 25
COCCN(CCOC)Cc1c(C)[nH]c2c(C)c(C)ccc2c1=O
  20 | 30
O=C(CCSCCc1ccccn1)Nc1ccc(Br)cn1
  -18 | 37
Cn1cnnc1SC(C(=O)Nc1cc(Cl)cc(Cl)c1)c1ccccc1 (stereo not given)
  -71 | 68
CN(C)S(=O)(=O)c1cccc(NC(=O)Cn2cnc3ccccc3c2=O)c1
  12 | 18
CCOC(=O)c1sc2nc(NC(=O)C3CC3)sc2c1C
  0 | 37
CCCc1cc(=O)[nH]c(Nc2cc(OC)ccc2OC)n1
  -32 | 25
N#Cc1nc(COc2ccccc2)oc1N1CCN(c2cccc(Cl)c2)CC1
  14 | 17
Cc1ccc(-c2c(=O)n(OCc3ccccn3)c3ccccc3[n+]2[O-])cc1
  -48 | 45
COC(=O)c1ccc(COc2nc(C)cc(C)c2C#N)o1
  -23 | 23
O=C(O)c1cc(CN2CCOCC2)oc1-c1ccccc1
  34 | 12
COC(=O)c1cc2sc(Cl)cc2n1CC(=O)NCCC(C)C
  -61 | 34
CC(C)n1c(Sc2nccn2C)nc2c1c(=O)n(C)c(=O)n2C
  -17 | 43
CC1(C)C(C#N)=C(N)OC2=C1C(=O)CCC2
  4 | 32
COc1ccc(C2Nc3ccccc3C(=O)N2Cc2ccco2)cc1COc1ccc(NC(C)=O)cc1 (stereo not given)
  48 | 11
O=C(O)CCSc1nnc(-c2ccncc2)n1-c1ccccc1
  -24 | 21
CCOC(=O)C(N)CSC1CC(=O)N(c2ccc(C(=O)OC)cc2)C1=O (stereo not given)
  -44 | 44
CCC(C)NC(=O)NC(=O)N(C1CCCCC1)S(C)(=O)=O (stereo not given)
  29 | 30
Nc1nc(SCC(=O)N2CCc3ccccc3C2)[nH]c(=O)c1-c1ccccc1
  -13 | 19
COc1ccc(NS(=O)(=O)c2cccc(-c3nnc(-c4ccccc4)o3)c2)cc1
  -135 | 45
CCCCCCC1CC(CSC(=N)N)OC1=O (stereo not given)
  -15 | 27
Fc1ccc(CNc2nc3ccccc3n3cnnc23)cc1
  44 | 23
CCOc1cc(S(=O)(=O)NCCc2ccccc2C)c(OCC)cc1-n1cnnn1
  47 | 11
Clc1ccc(Br)cc1-c1nc(-c2cccnc2)no1
  -5 | 17
CCOC(=O)C1CCN(CC(=O)Nc2c(C(=O)OC)[nH]c3ccccc23)CC1
  -46 | 32
C=CCNC(=S)/N=c1\sccn1C
  -46 | 58
COc1ccc(OC)c(Nc2cc(C)nc3ccccc23)c1
  38 | 22
Cc1ccc(/C=c2/sc3n(c2=O)CCCN=3)o1
  9 | 18
Cc1ccc(N(CC(=O)Nc2cc(C)cc(C)c2)S(=O)(=O)c2cccc3nonc23)cc1
  37 | 12
COc1ccc(-c2nc(CSCC(=O)NCc3ccc4c(c3)OCO4)c(C)o2)cc1
  -62 | 85
FC(F)(F)c1cccc(NC(=S)N2CCN(c3cccc(C(F)(F)F)c3)CC2)c1
  19 | 24
Cn1c(C(=O)NCCCN2CCCCC2)cc2sccc21
  0 | 39
Cc1n[nH]c(=O)nc1NCCN(C)C
  56 | 14
Cc1c(C(=O)NCCSCc2c(Cl)cccc2Cl)cccc1[N+](=O)[O-]
  28 | 15
COc1ccc(CC(=O)Nc2ccc(-c3nc4cc(C)ccc4o3)c(O)c2)cc1OC
  -19 | 25
O=S(=O)(N1CCCCC1)N1CCN(c2ccccc2F)CC1
  -17 | 38
CCOC(=O)C(C)Oc1cccc2c(=O)n(CC(=O)NCc3ccco3)ccc12 (stereo not given)
  -118 | 70
COc1ccc(OC)c(C2=NOC(C(=O)N3CCCc4ccccc43)C2)c1 (stereo not given)
  15 | 18
CCCCCCCCCCOC(=O)c1csc2nnsc12
  31 | 13
Cc1ccccc1Nc1nc(N)nc(CSCc2c(C)noc2C)n1
  0 | 19
COc1ccc2cc(C3(C)NC(=O)NC3=O)ccc2c1 (stereo not given)
  3 | 33
O=C1NCCN1C(=O)c1ccco1
  -24 | 42
CCn1c(COc2cccc(C)c2C)nnc1SCC(=O)N1CCN(c2ccc(OC)cc2)CC1
  7 | 37
COc1cc(NC(=O)c2ccc(S(=O)(=O)N(C)C)cc2)cc(OC)c1OC
  8 | 34
Cc1cc(C)n2c(SCC(=O)N(C)C3CCS(=O)(=O)C3)nnc2n1 (stereo not given)
  7 | 20
CC(CCc1ccccc1)NC(=O)C1CCN(C(=O)c2sccc2-n2cccc2)CC1 (stereo not given)
  -22 | 45
CCOC(=O)C(CC)(CC)C(=O)/C=C/c1ccc(Br)cc1
  -11 | 34

# More compounds follow:
# Second line of a record: Htt clearance | Htt clearance grain fraction
COc1ccccc1OCC(=O)N/N=C1\CCc2ccccc21
  6 | 21
Cc1ccc(-c2noc(CSc3nnc(-c4ccncc4)n3-c3ccc(F)cc3)n2)cc1
  -56 | 25
O=C1c2ccccc2C(=O)C1Cc1cccc2ccccc12
  4 | 19
Cc1cc(C)c2[nH]c(=O)c(CN(Cc3nnnn3C3CCCC3)C3CCCCC3)cc2c1
  -21 | 42
O=C(Nc1cccc2ccccc12)OC1C=CS(=O)(=O)C1 (stereo not given)
  -16 | 22
CC(C)Cn1c(=O)c2c(c3ccccc31)OC(C)C(=O)N2 (stereo not given)
  21 | 17
O=CN(Cc1ccco1)C1(C(=O)NC2CCCCC2)CCCCC1
  20 | 31
CC(=O)NC1(C(F)(F)F)NC(=O)N(CC(C)C)C1=O (stereo not given)
  62 | 7.3
COCCN1C(=O)c2ccc(C(=O)NCc3cccnc3)cc2C1=O
  0 | 21
COc1cc(O)c2c(c1)OC(C)(C)CC2=O
  45 | 8.8
COc1cccc(CNCCN2CCOCC2)c1OC
  -87 | 57
CCN1C(=O)CC(N2CCC(Cc3ccccc3)CC2)C1=O (stereo not given)
  2 | 19
COc1ccc(OC)c(NC(=O)CSc2nnnn2-c2ccc3c(c2)OCO3)c1
  -39 | 53
O=C(NC1CCSC1=O)c1cccc(C(=O)NC2CCSC2=O)c1 (stereo not given)
  -8 | 20
Cc1cc(Cl)ccc1OCC(=O)N1C(C)CCCC1C (stereo not given)
  21 | 14
CC(C)(C)NC(=O)Cn1ccc(=N)c2ccccc21
  14 | 17
Cc1cc(N2CCC3(CC2)OCCO3)n2nc(C)c(-c3ccc(Cl)cc3)c2n1
  58 | 6.9
CCn1c(CNc2ccc(F)cc2)nnc1SCC(=O)Nc1ccc(OC)cc1OC
  -15 | 44
Cc1cccc(OCC(=O)Nc2ccc(N3CCN(S(C)(=O)=O)CC3)cc2)c1C
  -11 | 47
Cc1ccc(CSCCNC(=O)CN2C(=O)c3ccccc3S2(=O)=O)cc1
  -8 | 22
O=C(CCCSc1nc(-c2ccco2)cc(C(F)(F)F)n1)NCc1cccs1
  45 | 11
Cc1noc(COc2ccc(OCc3nc(C)no3)cc2)n1
  -19 | 45
COc1cc(NC(=O)c2ccco2)c(C(=O)O)cc1OC
  -24 | 47
CCOC(=O)N1CCN(S(=O)(=O)c2ccc(OCC(=O)OC)c(C)c2)CC1
  4 | 36
Cc1c(Cl)c(C(=O)NNC(=S)NCc2ccco2)nn1C
  34 | 12
O=C(O)CCC(NS(=O)(=O)c1ccc(-c2ccccc2)cc1)C(=O)O (stereo not given)
  40 | 23
CCOC(=O)N1CCN(CC(=O)Nc2ccc(OC)cc2)CC1
  -12 | 26
Cc1ccc(NC(=O)c2oc3ccc(S(=O)(=O)N4CCOCC4)cc3c2C)cc1C
  3 | 45
Cn1cc(CNC(=O)C2c3ccccc3Oc3ccccc32)cn1
  0 | 34
CCSc1nnc(NC(=O)NC(CC)(C(F)(F)F)C(F)(F)F)s1
  13 | 32
CCc1cccc(NC(=O)c2snc3c(=O)[nH]cnc23)c1
  -92 | 35
O=C(NC1CCCCC1)c1ccc(CNc2ccccc2)o1
  42 | 21
O=S(=O)(N1CCOCC1)n1nnc2ccccc21
  24 | 13
COc1cccc(NC(=O)CNC(=O)c2ccccc2)c1
  16 | 16
c1ccc(-n2nnnc2OCCOc2nnnn2-c2ccccc2)cc1
  -23 | 23
CC1(C)SCC2C(=O)N3C(CSC3(C)C)C(=O)N21 (stereo not given)
  -4 | 45
Cc1ccc(CSc2nnc(-c3cccs3)n2C)cc1
  24 | 15
CCN(CC(=O)N1CCOCC1)S(=O)(=O)c1ccc(C)cc1
  20 | 15
COc1ccc(-c2cc(-c3c(O)c(OC)c4occc4c3OC)[nH]n2)cc1OC
  7 | 19
CSc1ccc(Cn2nnc(C(=O)NCc3ccccc3)c2N)cc1
  29 | 22

# The final six compounds of the part before open the next one:
# Second line of a record: Htt clearance | Htt clearance grain fraction
c1ccc(-n2nnnc2OCCOc2nnnn2-c2ccccc2)cc1
  -23 | 23
CC1(C)SCC2C(=O)N3C(CSC3(C)C)C(=O)N21 (stereo not given)
  -4 | 45
Cc1ccc(CSc2nnc(-c3cccs3)n2C)cc1
  24 | 15
CCN(CC(=O)N1CCOCC1)S(=O)(=O)c1ccc(C)cc1
  20 | 15
COc1ccc(-c2cc(-c3c(O)c(OC)c4occc4c3OC)[nH]n2)cc1OC
  7 | 19
CSc1ccc(Cn2nnc(C(=O)NCc3ccccc3)c2N)cc1
  29 | 22
COc1ccc(Nc2cc(C(=O)NCCCN3CCN(C)CC3)c3ccccc3n2)c(OC)c1
  2 | 36
O=C(NCCCN1CCCCCC1)C1CC(=O)N(C2CCCC2)C1 (stereo not given)
  21 | 16
Cc1ccccc1Nc1nc(N)nc(CN2CCN(c3ccccn3)CC2)n1
  5 | 16
Cc1ccc(-c2nnn(CC(=O)NCc3ccccc3)n2)c(-n2cnnn2)c1
  -9 | 38
CCCc1ncc(C(O)c2cccc3ccccc23)n1C (stereo not given)
  62 | 6.8
O=C1NCCN1Cc1ccccc1
  -42 | 60
Cc1cccc(-n2nc3c(c2NC(=O)c2ccc(Br)o2)CSC3)c1
  -20 | 27
O=C(c1ccc2ccccc2n1)N1CCN(c2ccccc2O)CC1
  16 | 35
O=C(CO)N/N=C/c1ccccc1F
  -26 | 42
Cc1ccc(-c2cnc(NC(=O)CCC(=O)N3CCCCC3)n2C)cc1
  3 | 34

# Nothing new here: an excerpt of the list.
# Second line of a record: Htt clearance | Htt clearance grain fraction
CS(=O)(=O)N(Cc1ccccc1)c1ccc(C(=O)NCc2cccnc2)cc1
  -4 | 24
CN(C)CCN1C(=O)c2oc3ccc(F)cc3c(=O)c2C1c1ccncc1 (stereo not given)
  16 | 31
COc1cccc(N(CC(=O)NCc2cccnc2)S(C)(=O)=O)c1
  30 | 27

# (further entries)
# Second line of a record: Htt clearance | Htt clearance grain fraction
O=C(Oc1nsnc1N1CCCCC1)N1CCOCC1
  -7 | 18
Cc1cccc(Nc2nc(N)nc(CN3CCN(Cc4ccc5c(c4)OCO5)CC3)n2)c1
  -24 | 42
O=C(NCCc1cn2ccsc2n1)C1CCCCC1
  -2 | 34
Cc1ccc(-c2nnc(SCC(=O)CC(=O)Nc3ccccc3)n2C)cc1
  70 | 5.7

# This is a subset; rates above refer to the full screens.
